# Compound activity (PubChem)
# CHO parental Ca = counter-screen for OX1R antagonists: effect in parental CHO cells. parental CHO-K1, ATP-induced calcium, Fluo-8 fluorescence. inhibition, % at 5.6 µM. 330,000 compounds, 0.63% hits;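 active = inhibition above that plate's mean sample inhibition plus 3 SD, cut at about 26% in these data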;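 note: 0% = ATP-challenged DMSO wells and 100% = DMSO wells without ATP; some compounds past the cut are filed as inactive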
#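 Assay system – parental CHO cells · Reagent – ATP stimulus · Detection – intracellular calcium via Fluo-8 no-wash fluorescent dye · Evaluation – percent inhibition of ATP-evoked calcium rise, normalized to controls · Controls – ATP wells versus no-ATP DMSO wells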
# M1 antag = antagonists of human M1 muscarinic receptor; P11229; CHO-K1 hM1, Fluo-8 calcium fluorescence, ACh EC80 antagonist; inhibition, % at 3 µM; 360,000 compounds, 1.3% hits; AID 588852;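 active = percent inhibition above its own plate's cutoff, namely the mean of that plate's compound wells plus 3 SD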;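 note: peak over basal fluorescence ratio during 140 s after agonist addition; 0% = ACh EC80 plus DMSO and 100% = DMSO alone without agonist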
# Target sequence (P11229 whole entry, looked up): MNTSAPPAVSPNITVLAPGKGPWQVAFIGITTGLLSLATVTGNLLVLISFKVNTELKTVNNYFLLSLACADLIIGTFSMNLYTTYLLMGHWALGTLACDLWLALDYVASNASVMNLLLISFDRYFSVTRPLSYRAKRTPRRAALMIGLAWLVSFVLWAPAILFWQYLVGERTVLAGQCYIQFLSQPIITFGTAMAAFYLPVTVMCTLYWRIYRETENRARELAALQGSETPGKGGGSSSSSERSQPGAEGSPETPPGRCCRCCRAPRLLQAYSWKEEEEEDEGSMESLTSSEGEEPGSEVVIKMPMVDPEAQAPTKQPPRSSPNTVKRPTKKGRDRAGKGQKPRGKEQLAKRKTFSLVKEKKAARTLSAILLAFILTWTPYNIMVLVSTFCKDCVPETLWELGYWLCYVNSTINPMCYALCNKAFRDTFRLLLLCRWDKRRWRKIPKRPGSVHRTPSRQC
# M1 ag = activates human CHRM1 receptor | AID 588814 | P11229 | activation, % at 3 µM | 360,000 compounds, 0.33% hits | CHO-K1 hM1, Fluo-8 calcium fluorescence, agonist mode; 0% DMSO, 100% acetylcholine EC100;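 active = activation above the run's mean compound activation plus 3 SD, cut at about 16% in these data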;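 note: peak over basal fluorescence ratio within a 140 s kinetic read after compound addition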
# CHO-K1 Ca antag = counter-screen for M1 antagonists: effect in parental CHO-K1 cells; ATP-induced calcium, Fluo-8 fluorescence; inhibition, % at 3 µM; 360,000 compounds, 0.6% hits; AID 602250;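 active = inhibition above a per-plate cutoff, the plate's mean sample inhibition plus 3 SD, cut at about 24% in these data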;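 note: 0% = DMSO plus EC80 ATP and 100% = DMSO alone without ATP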
# TAAR1 ag = agonists of human TAAR1. CHO RD-HGA16 TAAR1, Fluo-8 calcium fluorescence; vehicle wells 0%, saturating PEA agonist 100%. activation, % at 3 µM. 360,000 compounds, 0.99% hits;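 active = activation above the mean activation of all test compounds in the run plus 3 SD, cut at about 38% in these data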
#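 Assay system: CHO-derived RD-HGA16 cells with stable Gα16 and human TAAR1; timing: 17-24 h seeding, 75 min 37 °C dye, 30 min RT; read-out: % activation from peak over basal fluorescence ratio, DMSO-to-PEA scaled; measured by: kinetic Fluo-8 calcium fluorescence; benchmarks: low control DMSO, high control PEA (EC100); doses: 3 µM single concentration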
# M1 ag parental = M1 agonist counterscreen hit in parental CHO-K1 cells | Fluo-8 calcium fluorescence; scaled to maximal ATP response, vehicle zero | activation, % at 3 µM | 360,000 compounds, 0.48% hits | AID 602248; in the data active = activation above about 15%;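 note: untransfected CHO-K1 host cells lacking M1 receptor as counterscreen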
# M1 PAM parental = M1 PAM counterscreen hit in parental CHO-K1 cells; 360,000 compounds, 0.02% hits; activation, % at 3 µM; ATP EC20, Fluo-8 calcium fluorescence; 0% at ATP EC20, 100% at ATP max; AID 602247;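 active = activation above the run cutoff, the mean activation of all test compounds plus 3 SD, cut at about 40% in these data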;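 note: peak over basal fluorescence ratio in a 140 s read after ATP addition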
# TAAR1 antagonist = antagonists of human TAAR1. Q96RJ0. CHO RD-HGA16 TAAR1, Fluo-8 calcium fluorescence, antagonist. inhibition, % at 3 µM. 360,000 compounds, 1.5% hits. AID 624466;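 active = inhibition above a per-plate cutoff, the mean inhibition of test compounds on that plate plus 3 SD, cut at about 49% in these data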;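 note: 0% = DMSO plus EC80 beta-PEA response and 100% = DMSO alone without agonist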
#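 test system = CHO RD-HGA16 cells bearing hTAAR1 | replication = singlicate | controls = DMSO-only wells and EC80 β-PEA-stimulated wells | reagent = EC80 β-phenethylamine stimulus | read-out basis = percent inhibition of PEA-evoked calcium signal, max/basal emission ratio | schedule = seeding 17-24 h prior, 75-min 37 °C, 30-min RT dye loading | signal = kinetic Fluo-8 calcium fluorescence measurement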
# OXTR potentiator = potentiators of human oxytocin receptor; P30559; activation, % at 3 µM; CHO-OTR cells, Fluo-8 calcium fluorescence, potentiator mode; 0% = oxytocin EC15, 100% = EC100; 320,000 compounds, 0.061% hits;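 active = activation above that plate's cutoff, the mean activation of tested compounds plus 3 SD, cut at about 6.6% in these data, passing the limit was not always enough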;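 note: 100% uses oxytocin at 75 nM as the full agonist control; some results filed as inactive read as strong as hits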
# Target sequence (P30559 whole entry, looked up): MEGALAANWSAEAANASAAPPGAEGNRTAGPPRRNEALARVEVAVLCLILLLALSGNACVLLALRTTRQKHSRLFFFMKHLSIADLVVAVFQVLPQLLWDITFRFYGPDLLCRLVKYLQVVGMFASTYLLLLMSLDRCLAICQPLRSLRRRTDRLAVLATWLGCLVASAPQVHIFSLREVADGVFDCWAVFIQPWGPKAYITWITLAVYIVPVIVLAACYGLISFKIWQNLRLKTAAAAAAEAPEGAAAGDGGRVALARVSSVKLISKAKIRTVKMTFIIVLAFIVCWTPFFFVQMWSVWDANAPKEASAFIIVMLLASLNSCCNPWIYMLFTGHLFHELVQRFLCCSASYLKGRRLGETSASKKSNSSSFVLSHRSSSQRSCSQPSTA
#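 Assay system: CHO cell line stably expressing human OTR | Also added: Oxytocin at about EC15, sub-maximal agonist stimulus | Times: Compound 6 min at room temperature before oxytocin, 100 s read | Measured by: Fluo-8 intracellular calcium fluorescence, ex 470-495, em 515-575 nm | Controls: EC15 oxytocin alone as 0%, 75 nM oxytocin as 100%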
# * hit, by the source's call; . = no result given.
SMILES,CHO parental Ca,M1 antag,M1 ag,CHO-K1 Ca antag,TAAR1 ag,M1 ag parental,M1 PAM parental,TAAR1 antagonist,OXTR potentiator
C[C@H]1CN([C@@H](C)CO)C(=O)CCCn2nncc2CO[C@@H]1CN(C)C(=O)Cc1ccccc1,.,-6,1,-16,0,1.2,36,-1,.
CCCCC(=O)Nc1nnc(SCC(=O)NCC2CCCO2)s1 (stereo not drawn),-7,-2,-1,-1,3,-0.2,16,-8,6
COCCNC(=O)NC1(C(F)(F)F)Oc2ccc(Cl)cc2O1 (stereo not drawn),-10,-4,-5,3,2,0.0,-1,15,-6
COc1ccc(S(=O)(=O)N2CCCC2CNC(=O)C(=O)NCc2ccc(C)cc2)cc1 (stereo not drawn),-27,1,-4,1,2,1.9,8,-15,4
CCCN(CCC)S(=O)(=O)c1ccc(NS(C)(=O)=O)cc1,-4,5,0,4,3,0.3,-2,4,-19
O=[N+]([O-])c1cccnc1Sc1ccccc1Cl,-10,-5,-5,-6,0,0.1,1,-10,-2
O=C(CSCc1ccccc1F)NCc1ccc(F)cc1,-8,27,-3,-5,0,4.9,10,-8,4
CC(=O)Oc1ccc(C(=O)Nc2cccc(C(=O)Nc3ccccc3C(=O)O)c2)cc1,.,-20,1,-4,3,-0.2,-12,-39,.
Cc1ccc(CNc2cnccn2)cc1,11,5,-6,-36,13,0.8,24,-5,-5
CCN1C(=O)N/C(=C/c2cc(C)n(Cc3ccccc3)c2C)C1=O,-16,5,-8,3,5,1.8,8,9,-1
CCOc1ccc(C(C(=O)NCCC(C)C)N(CCO)C(=O)c2snc(C(N)=O)c2N)cc1 (stereo not drawn),-16,2,-4,-2,3,0.4,5,-26,-3
CC(C)Oc1ccc(C(CC(=O)NCc2ccco2)c2ccccc2)cc1 (stereo not drawn),-15,-5,-3,-12,10,-0.2,-3,7,4
O=C(CCNC(=O)c1ccc([N+](=O)[O-])cc1)Nc1cc(C(F)(F)F)ccc1N1CCOCC1,.,-6,-3,-10,3,1.5,22,-22,.
Cc1cc(C)c(S(=O)(=O)NCc2cn3c(C)csc3n2)c(C)c1,-2,-8,-1,-10,-1,2.8,26,-27,1
CC(C)c1cccc(C(C)C)c1OC(=O)[C@H]1OC(c2ccc(Br)cc2)=C[C@@H]1c1ccc(Br)cc1,-9,3,-5,-11,5,0.2,0,28,-6
C#CCNC(=O)C1=C[C@H](c2csc3ccccc23)C[C@H](OCCCCO)O1,-23,-10,-4,-17,3,-0.3,21,14,-14
Cc1cccc(S(=O)(=O)Nc2ccc(S(=O)(=O)Nc3nccs3)cc2)c1,-5,4,-4,11,0,-0.1,-12,-36,-9
COc1ccc(CN2CCNC(=O)C2CC(=O)NC2CCCC2)c(OC)c1 (stereo not drawn),-16,23,-1,-6,1,6.3,-2,-16,0
Cc1cc(-c2ccc(S(=O)(=O)N3CCN(c4cccc(C)c4C)CC3)s2)on1,4,-16,-2,-18,3,0.7,10,-3,-15
CC(=O)Nc1ccc(S(=O)(=O)N2CCN(Cc3cccs3)CC2)cc1,-11,-8,-2,-8,13,1.8,-6,4,-9
N#Cc1ccccc1S(=O)(=O)N1CCN(c2nc(-c3ccccc3)nc3ccccc23)CC1,.,1,-5,-5,1,0.3,11,20,.
O=C(N/N=C/c1cc(Cl)ccc1O)c1ccc(Br)cc1,-8,-7,-7,-3,3,2.7,14,15,-6
O=C(CSc1nnc(-c2ccccc2)c2ccccc12)NCC1CCCO1 (stereo not drawn),-24,10,-8,-3,.,-0.2,-7,.,4
O=C(NCc1cccnc1)C1CC(=O)N(c2ccc(F)cc2)C1 (stereo not drawn),-1,-1,-5,-7,8,0.1,12,-11,-5
CC1(C)CC(=O)C(CCCN2C(=O)c3ccccc3C2=O)C(=O)C1,-20,-7,-5,-5,3,0.9,-2,-1,-5
Cc1ccc(C2=NO[C@@](CC(=O)O)(C(=O)Nc3ccc4c(c3)OCCO4)C2)cc1,.,-17,0,-3,0,0.8,10,-2,.
COc1cc(F)ccc1S(=O)(=O)n1c(C)nc2ccccc21,-4,-12,-4,-8,7,1.2,4,3,-6
CC(=O)NC(C)c1nc2ccccc2n1C(C)C (stereo not drawn),0,-3,-5,-11,1,0.5,17,0,-3
CS(=O)(=O)N1c2cccc3cccc(c23)S1(=O)=O,-2,-17,-3,-9,0,-0.3,1,-5,-10
Cn1c(=O)oc2cc(S(=O)(=O)N3CCN(c4ccccn4)CC3)ccc21,-6,-2,-2,3,2,-0.4,-6,-22,-1
CCc1ccccc1OCC(=O)Nc1cccc(S(=O)(=O)NC2=NCCCCC2)c1,-24,-6,0,-1,5,0.9,5,18,-9
Cc1ccc(S(=O)(=O)NCCC(=O)NC2CCCCC2)cc1,-22,-15,-1,-20,-1,0.4,15,14,-9
Cc1ccccc1C(=O)Nc1cccc(C#N)c1,-3,-8,-3,-6,2,-0.2,14,16,-9
N#C/C(C(N)=O)=C1/CCCN1Cc1ccccc1,-10,-1,-1,0,1,0.8,3,-24,0
Cc1ccc(NC(=O)CC(O)(C(F)(F)F)C(F)(F)F)cc1,0,7,-1,2,7,7.0,8,12,-5
O=C(O)c1ccccc1C(=O)NNc1ccc(Cl)cc1,-7,-9,0,-2,9,0.4,16,-7,-12
CN1OC[C@@H]2CN(Cc3ccc(Cl)cc3)[C@H](c3ccc(-n4ccnc4)cc3)C[C@@H]21,.,-5,-6,14,4,1.4,7,-22,.
COc1ccc2nc3oc(C(=O)N4CCN(c5cccc(Cl)c5)CC4)cc3cc2c1,-8,-18,3,6,0,-0.1,11,3,3
COc1ccccc1/C=N/NS(=O)(=O)c1ccccc1,-8,-7,1,-10,-1,0.8,4,10,-15
O=c1[nH]n2cc(-n3cc([N+](=O)[O-])cn3)cnc2c1Br,-17,0,-4,-6,-1,0.1,-1,11,-4

# Ordered by value in OXTR potentiator (rising): 4 of the compounds above
SMILES | M1 antag | OXTR potentiator
O=C(O)c1ccccc1C(=O)NNc1ccc(Cl)cc1 | -9 | -12
COCCNC(=O)NC1(C(F)(F)F)Oc2ccc(Cl)cc2O1 (stereo not drawn) | -4 | -6
O=C(NCc1cccnc1)C1CC(=O)N(c2ccc(F)cc2)C1 (stereo not drawn) | -1 | -5
CC(=O)NC(C)c1nc2ccccc2n1C(C)C (stereo not drawn) | -3 | -3

# Remaining list, next part:
SMILES,CHO parental Ca,M1 antag,M1 ag,CHO-K1 Ca antag,TAAR1 ag,M1 ag parental,M1 PAM parental,TAAR1 antagonist,OXTR potentiator
CC(=Cc1cccs1)C(=O)c1ccccc1,.,1,-4,-4,-1,-0.5,-1,-7,.
Cc1ccc2c(C(=O)CN3CCC4(CC3)OCCO4)c(C)[nH]c2c1,-14,-10,-3,4,10,-0.2,10,0,-2
CN1CCc2ccccc2C1C1CCNCC1 (stereo not drawn),3,-7,-5,-10,7,0.5,21,0,1
C[C@@H](c1ccccc1)N1C[C@H](COCc2ccccc2)Oc2cc(N3CC[C@@H](N(C)C)C3)ccc2S1(=O)=O,.,.,.,-26,15,3.0,22,8,.
Cc1ccc2nc(-c3ccc(NC(=O)CNC4CC4)cc3)sc2c1,.,-13,1,-15,8,1.0,9,-5,.
COc1ccc(C2=CC(=O)OC3(CCCC3)O2)cc1,-11,-9,-3,-1,10,0.1,16,4,-2
O=C(Nc1ccc(F)c(Cl)c1)c1cc(C2CCCN(S(=O)(=O)c3cccc4cccnc34)C2)on1 (stereo not drawn),.,19,0,12,6,6.2,-3,44,.
COC(=O)c1c[nH]n2c(=O)cc(C)nc12,-2,-8,-5,-5,13,0.3,12,-5,1
CCOC(=O)C1=C(N)N2C(=O)C(C)SC2=C(C(=O)OC)C1c1ccccc1OC (stereo not drawn),-32,-7,0,-9,37*,0.1,15,14,-18
CCOC(=O)C1=CN(Cc2cccc(F)c2)S(=O)(=O)N(CC)C1c1ccccc1 (stereo not drawn),-25,-5,-6,-16,2,0.4,19,-5,.
CCN(CCn1cccn1)C(=O)CC1C(=O)NCCN1CC1CCCCC1 (stereo not drawn),-20,-9,-4,3,3,0.1,3,27,-6
CC(C)C(=O)NC(=O)COC(=O)/C=C/c1cccs1,-7,-5,-3,-16,2,0.5,6,-8,2
O=[N+]([O-])c1cc(C(F)(F)F)cc([N+](=O)[O-])c1NCCN1CCNCC1,-15,2,-7,-4,0,1.3,8,-2,-12
COC(=O)/C(=C\c1cc(OC)c(OC)c(OC)c1)c1nc2ccccc2[nH]1,-26,-13,-3,-19,2,0.3,26,17,-14
O=C(NCCN1C(=O)C2C3C=CC(C3)C2C1=O)Nc1ccc(Br)cc1 (stereo not drawn),-11,-12,-5,19,1,-0.2,-15,-24,1
CCN(CC)S(=O)(=O)c1ccc(Cl)c(NC(=O)CSc2nnc(-c3cccs3)o2)c1,-22,-7,-5,10,8,0.5,-8,5,-2
CC(=O)Nc1ccc2c(c1)N(S(=O)(=O)c1cccs1)CCC2,-5,-7,-2,1,3,2.4,8,-18,0
COc1ccc(/C=C2\SC(=S)NC2=O)cc1OS(=O)(=O)c1ccc(NC(C)=O)cc1,.,14,-4,-11,2,2.0,16,-7,.
Cc1ccc(C(=O)N/C(=C\c2ccc([N+](=O)[O-])cc2)C(=O)NCCc2ccccc2)cc1,18,8,-4,1,43*,0.5,-1,14,-1
CC(=O)C[C@H](O)CC(=O)[C@H]1OC(=O)[C@H](C)C/C=C\Cc2ccccc21,-21,5,-1,-5,1,2.5,10,4,-4
CCCCOc1ccc(C(=O)NN2C(=O)NC3(CCCCC3)C2=O)cc1OC,-6,-7,-2,-4,0,0.2,-1,1,-10
COc1ccc(OCC(=O)NNC(=O)CCc2ccccc2)cc1,-16,0,-4,5,17,0.7,3,1,11
